# Ins promoter up: MIN6 insulin promoter up-regulation; MIN6 insulin promoter-GFP reporter, high-content imaging; hits give high values; z-score at 5 µM; actives 0.3% (n = 190,000); AID 1625;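 active means z-score above 3 at 5 µM with at least 500 cells counted in the well; inconclusive means wells under 500 cells, flagged as cytotoxic or low count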
# TNAP activation fold: stimulation of alkaline phosphatase TNAP activity – biochemical, luminescent, no phosphate acceptor, uHTS, primary screen (AID 1001); purified TNAP, luminescent activation assay, no phosphate acceptor; higher activation fold means a stronger effect; activation fold at 20 µM; hits with a dose series show EC50 in µM; actives 0.03% (n = 200,000); in the data active means activation fold from about 3, or a potency from the dose series; inactive means the rest, 99 in 100 with activation fold below about 1.6; further: many of its hits are not listed in these tables
# West Nile virus CPE: inhibition of WNV-induced cytopathic effect – cell-based, CPE readout (AID 1621); actives 0.02% (n = 290,000); one-dose CPE inhibition, % at 10 µM; IC50 in µM for titrated hits; West Nile virus-infected cells, CPE inhibition; higher % means a stronger effect; in the data active means a potency from the dose series; inconclusive means CPE inhibition mostly from about 3.7% at the one dose, without a potency; inactive means the rest, 99 in 100 with CPE inhibition below about 2.2%; further: strong numbers were not always called active
# RSV CPE inhibition: RSV antiviral activity via CPE protection, HEp-2 cells, primary 10 µM value included (AID 2391) | HEp-2 cells, RSV-induced CPE inhibition; higher % means a stronger effect | one-dose CPE inhibition, % at 10 µM; IC50 in µM for titrated hits | actives 0.13% (n = 310,000); in the data active means a potency from the dose series; inconclusive means CPE inhibition mostly from about 23% at the one dose, without a potency; inactive means the rest, 99 in 100 with CPE inhibition below about 21%; further: strong numbers were not always called active
# PMI inhibition: human PMI inhibitors, high substrate, primary screen, biochemical, fluorescence intensity, high mannose 6-phosphate (AID 1220). inhibition, % at 20 µM, or IC50 in µM where a hit was titrated. actives 0.66% (n = 190,000). recombinant PMI enzyme, coupled fluorescence intensity; higher % means a stronger effect
# Salmonella PhoP GFP: PhoP-dependent GFP reporter repression – Salmonella Typhimurium, primary screen (AID 1863); S. Typhimurium PhoP-regulated promoter GFP reporter, 4 h; higher % means a stronger effect; inhibition, % at 50 µM; hits with a dose series show IC50 in µM; actives 0.16% (n = 300,000);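 active means inhibition over 29.93%, a cutoff 3 SD above the screen mean, later confirmed by dose response; inconclusive means inhibition over 29.93% but no dose response follow-up; inactive means inhibition at most 29.93% or unconfirmed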;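 further: 0% = low Mg2+ inducing control and 100% = high Mg2+ repressing control; strong numbers were not always called active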
# ER stress rescue: protection against thapsigargin-triggered cell killing – 384-well, CSM14.1, ATP luminescence, primary screen (AID 1222); 190,000 tested, under 10 active; CSM14.1 thapsigargin-induced death rescue, ATP luminescence; higher % means a stronger effect; cellular ATP content (survival), % at 20 µM, or EC50 in µM where a hit was titrated;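 active means EC50 below 50 µM in the dose-response confirmation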;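 further: death triggered by thapsigargin at about 15 µM added after 2 h compound pretreatment; cell ATP read after overnight thapsigargin exposure of roughly 18 to 22 hours; normalized against plate controls of thapsigargin alone and 5% DMSO vehicle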
# human PMI inhibition: inhibitors of human PMI, primary screen, biochemical, fluorescence intensity, coupled assay (AID 1209); actives 0.42% (n = 190,000); one-dose inhibition, % at 20 µM; IC50 in µM for titrated hits; purified PMI enzyme, coupled fluorescence intensity; higher % means a stronger effect;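 further: plate controls were DMSO vehicle for no effect and wells lacking substrate for full effect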
# Large T inhibition: TAg ATPase/helicase activity blockers – biochemical (AID 1903) | actives 0.39% (n = 310,000) | SV40 large T antigen ATPase/helicase inhibition assay; higher % means a stronger effect | inhibition, % at 20 µM, or IC50 in µM where a hit was titrated; in the data active means a potency from the dose series; inconclusive means inhibition mostly from about 32% at the one dose, without a potency; inactive means the rest, 99 in 100 with inhibition below about 32%; further: strong numbers were not always called active
# Ins promoter up cell count: further read-out of Ins promoter up, marked with its call; cell count; measured here: cytotoxicity, nuclei count;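 total cells summed across four imaged fields per well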
# * hit, by the source's call; ? = inconclusive; . = not tested or not shown. Unless noted, no stated cut-off is given here; in the data, active means inhibition above about 50%; inactive means the rest.
SMILES,Ins promoter up,Ins promoter up cell count,TNAP activation fold,West Nile virus CPE,RSV CPE inhibition,PMI inhibition,Salmonella PhoP GFP,ER stress rescue,human PMI inhibition,Large T inhibition
CCOC(=O)Cc1c(C)nc2c(-c3ccccc3)c(C)nn2c1C,-1.6,842,1,-0.2%,13%,-3%,-2%,-0.3%,-2%,14%
CCc1cccc(NC(=O)C2CCCN2C(=O)Nc2ccc(C)cc2)c1 (stereo not given),.,.,.,-0.3%,1.0%,.,3%,.,.,3%
Cc1ccc(S(=O)(=O)N2CCN3CCCC3C2)cc1 (stereo not given),.,.,.,0.2%,0.0%,.,-3%,.,.,5%
O=C(CSc1nnc(-c2ccc(C(F)(F)F)cn2)o1)Nc1ccccc1Cl,0.22,1402,.,1.4%,1.3%,.,7%,.,.,8%
O=C1C2C(C(=O)N1CC1CCCO1)C1C=CC2C12CC2 (stereo not given),-0.67,1215,1.1,0.3%,0.2%,-7%,-11%,0.8%,-4%,21%
COc1cccc(C2(c3cccc(OC)c3)CC2C(=O)Nc2ccccc2Cl)c1 (stereo not given),-0.85,1435,1.2,.,3.0%,6%,-11%,1.9%,18%,33%
CCCCCC(=O)N(CN1C(=O)CCC1=O)c1ccccc1,0.08,1374,1.1,0.2%,-0.3%,12%,3%,.,11%,8%
Cc1cc(C(=O)CSc2nn3c(=O)c(C(C)(C)C)nnc3s2)c(C)n1C1CC1,-1.3,1223,1.1,-1.0%,4.7%,-3%,-9%,0.3%,0%,2%
CC1(C)Cc2nc3sc4c(=O)[nH]cnc4c3cc2CS1,0.33,1246,1,0.5%,0.9%,3%,-1%,-3.0%,16%,17%
Cc1cc(S(=O)(=O)NC2CCCCC2)ccc1OCC(=O)NCc1cccnc1,-0.54,966,1.2,-1.4%,0.1%,-3%,4%,-0.7%,-3%,16%
O=C(CCCN1C(=O)[C@H]2CC=CC[C@H]2C1=O)NCc1nc(-c2ccc(Cl)cc2)no1,.,.,.,-0.4%,0.5%,.,-10%,.,.,4%
COc1ccccc1NC(=O)c1oc2ccc(C)cc2c1C,-0.54,1292,1.1,-0.3%,4.7%,13%,-10%,0.8%,12%,4%
Cc1ccc(NC2=NCC(=O)N2Cc2cccs2)cc1C,0.4,1323,1,-1.1%,0.5%,-16%,-5%,0.7%,-16%,10%
COc1ccc([N+](=O)[O-])cc1NC(=O)N(C)Cc1ccco1,0.21,1141,.,-0.1%,-0.3%,.,-6%,.,.,7%
CCN1C/C(=C/c2cccs2)c2nc3ccccc3c(C(=O)O)c2C1,0.78,1207,.,0.0%,-0.3%,.,-8%,.,.,20%
CCCCCOc1ccc(Br)cc1CSC(=N)N,-1.6,526,2.3,-1.8%,.,7%,58µM*,-2.9%,14%,6%
CSc1c(-c2ccccc2)nc2ccccc2c1C(=O)O,.,.,1.1,0.5%,2.2%,-9%,4%,-1.8%,-2%,0%
O=C(NCc1cccc(Cl)c1)c1ccc(CS(=O)Cc2ccccc2Cl)o1 (stereo not given),.,.,.,-0.2%,-0.6%,.,-5%,.,.,8%
Cc1ccc(S(=O)(=O)NNC(=O)CCC(=O)Nc2ccccc2Cl)cc1,.,.,.,-0.4%,0.3%,.,-5%,.,.,9%
COc1ccc(N(CC(=O)N2CCCC(C)C2)S(=O)(=O)c2c(C)nn(C)c2C)cc1 (stereo not given),0.83,959,1.1,-0.1%,-0.3%,13%,1%,0.1%,13%,-2%
CC(=O)Nc1ccc(S(=O)(=O)Nc2nc(C)nc3sc4c(c23)CCC4)cc1,-0.19,990,.,1.6%,1.9%,.,.,.,.,25%
O=C(Cc1cccc2ccccc12)NC(NC(=S)Nc1ccccc1Cl)C(Cl)(Cl)Cl (stereo not given),0.71,1407,1.1,-1.2%,2.0%,-9%,12%,-1.8%,-10%,17%
CN=c1scc(-c2ccco2)n1/N=C/c1ccc(O)c(O)c1,-3.2,535,0.3,0.0%,.,5%,-4%,-3.0%,53%*,25µM*
O=C(CCN1CCCO1)N1CCCC(N2CCN(c3cccc(C(F)(F)F)c3)CC2)C1 (stereo not given),.,.,.,-0.7%,1.5%,.,2%,.,.,12%
O=C(CSc1ccc2nnc(-c3ccncc3)n2n1)Nc1ccc2c(c1)OCCO2,-0.18,889,1.1,0.0%,0.2%,-2%,-7%,1.3%,-1%,1%

# Further records.
SMILES,Ins promoter up,Ins promoter up cell count,TNAP activation fold,West Nile virus CPE,RSV CPE inhibition,PMI inhibition,Salmonella PhoP GFP,ER stress rescue,human PMI inhibition,Large T inhibition
CCCN1CCC(NC(=O)Cc2ccc(C)cc2)CC1,.,.,.,0.1%,0.5%,.,-10%,.,.,5%
Cc1ccc(Cn2ncc3c(N4CCN(c5ccccc5C)CC4)ncnc32)cc1,-0.04,1231,1.1,-0.2%,0.0%,14%,10%,.,15%,1%
N/C(=N\OC(=O)COc1cc(Cl)c(Cl)cc1Cl)c1ccncc1,0.4,1540,1.1,-0.1%,-0.9%,-3%,-4%,-1.1%,-2%,-1%
COc1ccc(NC(=O)CSc2ccc(-c3sc(C)nc3C)nn2)cc1OC,.,.,.,-0.2%,1.7%,.,-4%,.,.,20%
COc1ccc(NC(=O)CN(C)CC(=O)Nc2ccccc2SC)cc1,0.3,1606,1.1,0.0%,1.2%,-9%,6%,-2.4%,-1%,9%
NC(=O)CNC(=O)c1ccc(Cl)cc1,-0.79,1457,.,0.4%,2.5%,.,-1%,.,.,13%
COc1ccc(OCC(=O)Nc2ccc(N3CCCCC3)cc2)cc1,-0.94,1441,1,-0.3%,0.3%,14%,0%,-0.8%,14%,0%
COc1ccc(C)cc1Nc1n[n+](C)c(-c2c3ccccc3cc3ccccc23)s1,.,.,.,0.0%,6.2%,.,-4%,.,.,14%
COc1ccc(C(=O)N2CC3(CC(c4cccc(NC(=O)COc5ccc(Cl)cc5)c4)=NO3)C[C@@H]2C(N)=O)cc1 (stereo not given in full),0.08,919,.,-0.1%,8.0%,.,-6%,.,.,20%
COc1cccc2cc(C(=O)Nc3cccnc3N3CCOCC3)c(=O)oc12,0.74,1193,1,-0.1%,0.8%,2%,11%,-2.2%,5%,-4%
CC(=O)Nc1ccc(NC(=O)CSc2ccc(-c3sc(C)nc3C)nn2)cc1,.,.,.,-0.3%,2.9%,.,-2%,.,.,9%
Cc1ccc(NC(=O)C2CCCO2)cc1[N+](=O)[O-] (stereo not given),-0.23,1497,1.1,-0.1%,0.8%,4%,2%,-1.5%,5%,20%
COC(=O)C1C(c2ccccc2)C=CC(c2ccccc2)C1C(=O)O (stereo not given),0.24,1067,.,0.0%,1.8%,.,-7%,.,.,16%
COc1cccc(NC(=O)COc2ccc(S(=O)(=O)NC(C)C)cc2)c1,.,.,1.1,0.1%,2.5%,-6%,2%,-1.8%,-6%,17%
Cc1ccc(C(=O)Nc2nc(C)c(C(=O)Nc3ccc4c(c3)CCC4)s2)cc1,1.6,975,1,0.0%,10%,12%,-5%,-2.1%,23%,10%
COc1ccc(/C=C/CN2CCC(n3nccc3NC(=O)C3CCCC3)CC2)cc1,.,.,.,-0.9%,-0.5%,.,-5%,.,.,8%
O=C(O)C1CC(=O)N(C2CCCCCC2)C1 (stereo not given),-0.6,1237,1.1,1.1%,1.2%,6%,-7%,-2.2%,8%,5%
COc1ccc(-c2nnn(CC(=O)N(CC(=O)NCCC(C)C)c3ccccc3)n2)cc1OC,-0.21,1148,1.2,-0.9%,0.5%,0%,-1%,1.9%,1%,9%
CCOC(=O)N1CCN(C(=O)CN(Cc2ccccc2)S(C)(=O)=O)CC1,-0.16,1873,1.1,0.0%,0.3%,14%,8%,-2.5%,12%,4%
COC(=O)c1cccc(N2CCCC2=O)c1,-0.02,930,.,1.3%,1.4%,.,8%,.,.,0%
COc1ccc(-c2cn3c(n2)CCC3)cc1,-0.51,1504,1,-0.4%,3.2%,-5%,5%,-1.1%,-1%,-4%
CCOC(=O)C1=C(CSc2nc(C)cc(C)c2C#N)OC(N)=C(C#N)C1c1ccccc1 (stereo not given),0.17,1495,1,-0.2%,2.1%,47%,-2%,1.6%,41%,12%
O=C(CCn1ccc([N+](=O)[O-])n1)Nc1nccs1,-0.37,1528,1.1,0.2%,-0.2%,-5%,3%,0.2%,-3%,7%
COc1ccccc1CN1CCNC(=O)C1CC(=O)O (stereo not given),0.75,1694,1,0.0%,0.4%,.,2%,1.4%,.,9%
CCCC1=C(C(=O)OCC)C(/C=C/c2ccccc2)n2ncnc2N1 (stereo not given),-1,916,1.2,?,0.7%,7%,10%,-0.9%,2%,-7%

# Remaining list, next part.
SMILES,Ins promoter up,Ins promoter up cell count,TNAP activation fold,West Nile virus CPE,RSV CPE inhibition,PMI inhibition,Salmonella PhoP GFP,ER stress rescue,human PMI inhibition,Large T inhibition
CCc1cc(C(=O)N2CCOCC2)c(NC2=NS(=O)(=O)c3ccccc32)s1,-0.42,1159,1.1,0.6%,1.2%,2%,0%,-0.4%,-8%,5%
O=C(COC(=O)Cc1c(Cl)cccc1Cl)NCC1CCCO1 (stereo not given),0.1,1544,1.1,-0.3%,-1.4%,-1%,2%,0.9%,-7%,1%
CC(C)(C)c1ccc(S(=O)(=O)NNC(=O)c2cc3ccccc3[nH]2)cc1,.,.,.,-0.1%,3.4%,.,3%,.,.,3%
Cc1cc(=O)nc2c3ccccc3n(CC(=O)NC3CCCCC3)n12,.,.,.,0.1%,2.3%,.,2%,.,.,6%
CC(=O)Nc1ccc(S(=O)(=O)N2CCSC2c2ccc(Cl)cc2)cc1 (stereo not given),-0.27,1242,1.2,0.6%,6.6%,2%,-2%,3.9%,6%,38%
CCCN1C(=O)/C(=C/c2ccc(C)o2)SC1=Nc1ccc(OCC)cc1,-0.59,1283,1,0.4%,-0.8%,-5%,3%,-1.6%,13%,5%
Cc1cc(NC(=O)c2cccs2)ncc1NC(=O)C(C)(C)C,.,.,.,-0.5%,0.1%,.,-6%,.,.,13%
O=C(CCCC(=O)OCC(=O)c1cccs1)Nc1ccc(F)cc1,-0.38,1551,1.1,0.2%,1.9%,2%,6%,1.3%,7%,-2%
O=C(C[n+]1cccc(CNC(=O)c2ccc(OC(F)F)cc2)c1)Nc1ccccc1Cl,0.78,1443,1,-0.5%,-0.1%,-7%,-7%,-0.2%,2%,1%
Cc1cccc(C)c1NC(=O)NC1CC2CCC(C1)N2Cc1cccs1 (stereo not given),-0.39,1635,1.1,0.3%,0.0%,4%,-7%,-2.2%,2%,5%
